TDP1 cell CPT = DT40-hTDP1 cell growth loss with CPT. Potency, µM (doses to about 46.2 µM), for the others: at the highest dose activity change, negative = growth inhibition, hits mostly inhibitors. 12% of 420,000 active. chicken DT40 Tdp1-/-;hTDP1 cells + 20 nM CPT, ATP luminescence, 48 h; note: nearly all actives have a fitted effect of over 55% in size
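Chicken DT40 Tdp1-/- cells complemented with human TDP1, 400 cells/well, exposed to compounds plus 20 nM camptothecin for at least 48 h at 37 C; viability read as ATP content by CellTiter-Glo luminescence.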
TDP1 cell noCPT = qHTS for Inhibitors of human tyrosyl-DNA phosphodiesterase 1 (TDP1): qHTS in cells in absence of CPT; DT40 Tdp1-/- hTDP1 cells, no CPT, ATP luminescence, 48 h; Potency, µM (highest dose often 46.2 µM), inactives show at the highest dose activity change, negative = growth inhibition, most hits filed as inhibitors; 15% of 420,000 active; AID 686978, 2013; note: nearly all actives have a fitted effect of over 55% in size
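Camptothecin absent (DMSO only). Human TDP1-complemented DT40 knockout cells, 400 cells/well, 37 °C for minimum 48 hr; ATP measured via CellTiter-Glo, 30 min dark incubation, luminescence.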
TDP1 inh = TDP1 (human) enzyme inhibition | Q9NUW8 | recombinant TDP1, AlphaScreen DNA substrate cleavage | Potency, µM (doses to about 130 µM), for inactives: at the top dose activity change, negative = inhibition, most hits filed as inhibitors | 0.28% of 350,000 active | AID 485290; note: nearly all actives have a fitted effect of over 40% in size
Target sequence (Q9NUW8 whole entry, looked up): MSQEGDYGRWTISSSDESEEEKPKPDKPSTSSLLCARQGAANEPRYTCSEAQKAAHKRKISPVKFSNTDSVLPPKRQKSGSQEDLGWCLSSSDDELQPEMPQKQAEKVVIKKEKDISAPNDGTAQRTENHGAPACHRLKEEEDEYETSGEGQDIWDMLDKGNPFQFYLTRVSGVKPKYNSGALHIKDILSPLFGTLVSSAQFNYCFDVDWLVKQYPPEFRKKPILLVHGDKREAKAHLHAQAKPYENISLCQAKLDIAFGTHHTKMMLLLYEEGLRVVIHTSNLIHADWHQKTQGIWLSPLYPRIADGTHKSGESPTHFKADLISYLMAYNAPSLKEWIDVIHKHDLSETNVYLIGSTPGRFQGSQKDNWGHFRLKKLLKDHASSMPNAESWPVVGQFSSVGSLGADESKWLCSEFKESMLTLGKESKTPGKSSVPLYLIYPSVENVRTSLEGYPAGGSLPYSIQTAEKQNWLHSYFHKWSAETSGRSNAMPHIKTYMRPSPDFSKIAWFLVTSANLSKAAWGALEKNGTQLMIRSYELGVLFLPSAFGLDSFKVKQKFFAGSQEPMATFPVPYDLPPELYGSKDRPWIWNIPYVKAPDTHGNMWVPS
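Tdp1 1 nM final; 15 min RT w/ cpd; substrate 15 nM, 5 min; beads 10 ug/ml, 10 min; AlphaScreen read. Neg ctrl: no enzyme.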
* hit, by the source's call; ? = inconclusive; · = no result given; [ ] = dose if it differs, or a comment. Calls come from the whole dose curve; as a rule, active = well fitted curve in the direction sought with a large enough effect; inconclusive = small, poorly fitted or top-dose-only effect, or another doubt; inactive = no such curve, though single readings can be large; an effect the other way counts as inactive or inconclusive. % is set by controls: 0 for no effect and ±100 for the full control effect; potency is the fitted concentration of half-maximal effect. Compounds were not picked by outcome (roughly 18% active in at least one column).

SMILES | TDP1 cell CPT | TDP1 cell noCPT | TDP1 inh
CC1CC(C)CN(S(=O)(=O)N2CCCC(C(=O)NCCc3ccc(Cl)cc3)C2)C1 (configuration not stated) | ? | -23% | 2%
CC1CCCCN1S(=O)(=O)c1ccccc1[N+](=O)[O-] (configuration not stated) | -19% | 0% | 2%
Cc1ccc(C)c(NCCCCC(=O)O)c1 | 5% | -8% | ·
CCNC(=S)Nc1ccc(S(=O)(=O)Nc2cc(C)nc(C)n2)cc1 | -6% | 9% | 2%
Cc1ccc2[nH]c(=O)c(CN(CC3CCCO3)C(=O)c3cccs3)cc2c1 (configuration not stated) | -2% | -11% | 0%
CCOC(=O)C1CCN(C(=O)C2CCN(c3nn4c(=O)cc(C)nc4s3)CC2)CC1 | -15% | 12% | 1%
CCOC(=O)c1ccc(NC(=O)NC2=NCCS2)cc1 | -30% | ? | ·
O=C(CC1OC(=O)c2ccccc21)NNC(=O)c1ccc(F)cc1 (configuration not stated) | 20% | -9% | 0%
CCc1ccccc1Nc1nc2cc(Cl)c(Cl)cc2nc1-n1nc(C)cc1C | -17% | 6% | 0%
CC(c1ccccc1)N1C(=O)C2C3C=CC(C4CC34)C2C1=O (configuration not stated) | -6% | -4% | 0%

The closing 4 compounds of the section above open the next one.
SMILES | TDP1 cell CPT | TDP1 cell noCPT | TDP1 inh
CCOC(=O)c1ccc(NC(=O)NC2=NCCS2)cc1 | -30% | ? | ·
O=C(CC1OC(=O)c2ccccc21)NNC(=O)c1ccc(F)cc1 (configuration not stated) | 20% | -9% | 0%
CCc1ccccc1Nc1nc2cc(Cl)c(Cl)cc2nc1-n1nc(C)cc1C | -17% | 6% | 0%
CC(c1ccccc1)N1C(=O)C2C3C=CC(C4CC34)C2C1=O (configuration not stated) | -6% | -4% | 0%
CCOC(=O)C1=CN(Cc2cccc(F)c2)S(=O)(=O)N(CC)C1c1ccc2ccccc2c1 (configuration not stated) | ? | ? | 0%[56.1 µM]
CCc1noc(C)c1C(=O)N(CC)CC(=O)NCc1ccc(Cl)cc1 | 0% | -23% | 1%
NC(=NCCc1ccccc1)NS(=O)(=O)c1ccccc1 | -15% | -28% | -3%
COc1cccc(N2CCN(CC(=O)Nc3nnc(-c4ccccc4)s3)CC2)c1 | 23µM* | 21µM* | 9%
COCCCNC(=O)C[C@@H]1C[C@@]2(C(=O)OC)CCCCC=C2N(Cc2ccc3c(c2)OCO3)C1=O | ? | ? | ·
Cc1cccc(OCCOC(=O)c2ccc(F)c(S(=O)(=O)N3CCOCC3)c2)c1 | ? | -15% | -4%
O=C(NC1CCN(C(=S)Nc2ccc(Cl)cc2)CC1)C1CCCCC1 | -1% | -2% | 15%[0.0935 µM]
O=C(Nc1cccc(Cl)c1)c1cccnn1 | -3% | 1% | ·
CC(CNC(=O)c1nnc(Cc2ccc(F)cc2)o1)c1ccccc1 (configuration not stated) | ? | -27% | -4%
CCOCCCNC(=O)CN1C(=O)CSc2ccccc21 | -9% | -1% | 1%
Fc1ccc(NC(=S)NN=Cc2ccccc2Cl)cc1 | 2.3µM* | 3.3µM* | ·
CCn1nc(C)cc1C(=O)N1CCCC(Nc2ccc(C(C)C)cc2)C1 (configuration not stated) | -28% | ? | 6%
CCC(CO)Oc1cc(NC(=O)c2ccccc2F)c2ncn(C(C)C)c2c1 (configuration not stated) | ? | ? | ·
COc1ccccc1N(CC(=O)NCCSCc1ccc(C)cc1)S(=O)(=O)c1ccccc1 | ? | ? | 2%
COc1cc(OC)cc(C(=O)OCC(=O)Nc2ccc(F)cc2F)c1 | 11% | 2% | -2%
Cc1cc(C)cc(NC(=O)c2ccc(CNc3c(N4CCCC4)c(=O)c3=O)cc2)c1 | -2% | -22% | 4%
O=C(Nc1cccnc1Cl)C1c2ccccc2Oc2ccccc21 | ? | ? | -4%
CCCCn1c(N)c(N(CCOC)C(=O)C2CCN(S(=O)(=O)c3ccc(Cl)cc3)CC2)c(=O)[nH]c1=O | -8% | 13% | 1%
N#Cc1c(C(F)(F)F)cc(-c2ccccc2)nc1SCCN1CCOCC1 | 21µM* | ? | 3%
COc1ccc(S(N)(=O)=O)cc1C(N)=O | -12% | 18% | 2%
O=C(OC(C(=O)NC1CCCCC1)c1ccccn1)c1cccs1 (configuration not stated) | 1% | -23% | 2%
CCCn1nnnc1SCC(=O)N1CCCC1 | 16% | -7% | 7%
CC(C)C(NC(=O)Nc1ccccc1)C(=O)Nc1cccc(S(=O)(=O)N(C)C)c1 (configuration not stated) | 7% | ? | -1%
COc1cc2ccccc2cc1C(=O)NC(=S)Nc1cccc(C(=O)O)c1 | -5% | -30% | ·
CC(=O)N(c1ccccc1)C1CCCC1 | -9% | -12% | 1%
COCCCNC(=S)N/N=C/c1ccc(OC)cc1 | 1% | -27% | 4%
CCc1ncc(CN2CCCC(C(=O)Nc3ccc(-c4cscn4)cc3)C2)cn1 (configuration not stated) | -6% | 14% | 3%
O=C1CSC(c2cn(-c3ccccc3)nc2-c2ccc3c(c2)OCCO3)N1CCN1CCOCC1 (configuration not stated) | ? | ? | -4%
Cn1c(=O)n(C)c2cc([N+](=O)[O-])c(N3CCN(C(=O)c4ccc(Cl)cc4)CC3)cc21 | ? | ? | 2%
CCN1CCN(CCCNC(=O)Cn2cc3c(n2)CCCC3)CC1 | -12% | -2% | 3%
CC(c1nnc(Sc2nnnn2-c2ccccc2)n1-c1ccc(F)cc1)N(C)C (configuration not stated) | -6% | -4% | 3%
Cc1ccccc1NC(=O)c1cnc2ccccn2c1=O | -15% | -7% | 3%
COCCNC(=O)C(c1ccc(F)cc1)N(C(=O)CCC(=O)Nc1ccccn1)c1cccc(C)c1 (configuration not stated) | 0% | 11% | 11%
CCOC(=O)C(C(=O)OCC)C(C)C#CCN1CCCCC1 (configuration not stated) | -20% | -26% | 8%
O=C(NC1CCCCC1)c1ccc(-n2cnnn2)cc1 | ? | 13% | ·
CCOc1cc(NS(=O)(=O)c2ccc(Cl)cc2)c(OCC)cc1NC(=O)CC(C)C | 22µM* | 18µM* | 2%
Cc1ccc(S(=O)(=O)c2ccccc2)cc1S(=O)(=O)N1CCOCC1 | -17% | -30% | -5%
COc1cc(-n2c(C)nc3cc(C(=O)N4CCOCC4)ccc32)cc(OC)c1OC | 3% | 2% | 6%
O=C(CSc1nncn1-c1ccccc1)N1CCCC1 | -5% | -5% | ·
O=C(Cc1ccc([N+](=O)[O-])cc1)N1CCCc2ccccc21 | -5% | ? | 4%

Reformatted: entries from further up.
> Cc1ccc(S(=O)(=O)c2ccccc2)cc1S(=O)(=O)N1CCOCC1
  TDP1 cell CPT = -17%
  TDP1 cell noCPT = -30%
  TDP1 inh = -5%

> CCOC(=O)C(C(=O)OCC)C(C)C#CCN1CCCCC1 (configuration not stated)
  TDP1 cell CPT = -20%
  TDP1 cell noCPT = -26%
  TDP1 inh = 8%

> O=C(NC1CCCCC1)c1ccc(-n2cnnn2)cc1
  TDP1 cell CPT = ?
  TDP1 cell noCPT = 13%
  TDP1 inh = ·

> O=C(Cc1ccc([N+](=O)[O-])cc1)N1CCCc2ccccc21
  TDP1 cell CPT = -5%
  TDP1 cell noCPT = ?
  TDP1 inh = 4%

Continuation.
SMILES | TDP1 cell CPT | TDP1 cell noCPT | TDP1 inh
CCOC(=O)c1cc2c(ccn2-c2ccc(F)cc2)n1CC(=O)N(CC)CC | ? | 23µM* | -2%
CCN(CC(=O)NCCc1ccc(S(N)(=O)=O)cc1)Cc1nc2cc(OC)c(OC)cc2c(=O)[nH]1 | 1% | -11% | 7%
COc1ccc(CNC(=O)CCn2c(=O)[nH]c3ccccc3c2=O)cc1 | 13% | 2% | -3%
CC(O)CNc1nc2sc3c(c2c(=O)n1Cc1ccco1)CCCCC3 (configuration not stated) | -24% | ? | 3%
COc1cc(NS(=O)(=O)c2ccc(NC(=O)c3cccnc3)cc2)ncn1 | 5% | 19% | 5%
O=C(C[n+]1ccccc1)N/N=C/c1cccc(Cl)c1Cl | ? | ? | ·
CC(C)[C@H](NC(=O)c1ccccc1)C(=O)NC1=NCCS1 | -17% | 2% | 1%
COc1cc(SC)ccc1C(=O)OCc1nc2ccsc2c(=O)[nH]1 | 8.2µM* | 9.2µM* | ·
C[C@H](CO)N1C[C@H](C)[C@@H](CN(C)S(=O)(=O)c2cccs2)Oc2ccc(NC(=O)c3ccncc3)cc2C1=O | -30% | -6% | 1%
CN[C@H]1CCc2cc(OC)c(OC)c(OC)c2-c2ccc(OC)c(=O)cc21 | 0.021µM* | 0.13µM* | ·
CCc1nnc(NC(=O)CSC(=S)N2CCOCC2)s1 | -5% | 19% | 1%
COc1cccc(NCc2cc3c(C(C)(C)C)nn(-c4ccccc4)c3[nH]c2=O)c1 | -14% | -7% | 9%
COc1cc(NC(=O)CSc2ccc(-c3ccco3)nn2)cc(OC)c1 | ? | -23% | 1%
Cc1ccccc1OCC(=O)NC1CCCCCCC1 | -15% | ? | 3%[0.0935 µM]
CC1(C)CC(NC(=O)c2ccc(-c3ccc([N+](=O)[O-])cc3)o2)CC(C)(C)N1 | ? | ? | 6%
Cc1ccc(C(=O)NC(=S)NNC(=O)COc2ccc([N+](=O)[O-])cc2)cc1 | ? | 15µM* | 0%
CC(=O)NC(c1ccccc1)c1nc(-c2cc(F)cc(F)c2)cs1 (configuration not stated) | -10% | -15% | ·
COc1ccc(OC)c2sc(N3CCc4ccccc4C3)nc12 | 1% | -8% | 7%
Cc1cccc(OCC(=O)NCCN2CCOCC2)c1 | -3% | -13% | -11%
Cc1cc(C)nc(N2CCC(C(=O)NCc3cccc(C(F)(F)F)c3)CC2)n1 | -17% | -25% | 1%
CCc1nnc(NC(=O)c2cccc(S(=O)(=O)N(C)c3ccccc3)c2)s1 | -13% | 3% | 4%
CNC(=O)c1c(NC(=O)C2=COCCO2)sc2c1CCC(C)C2 (configuration not stated) | -7% | 4% | 2%
CCN(CC)CCOC(=O)c1ccc(N)cc1Cl | -3% | -11% | ·
COc1ccc(NC(=O)C2CC(c3ccccc3Cl)=NO2)cc1 (configuration not stated) | -27% | -6% | 3%
CN(Cc1cccs1)C(=O)c1cccc(S(=O)(=O)N2CCCCCC2)c1 | -22% | -17% | 0%[56.1 µM]
Cn1c(C(C#N)C(=O)c2ccco2)nc2ccccc21 (configuration not stated) | 2% | ? | 4%
CCOC(=O)c1c(CN2CCN(C)CC2)oc2ccc(OC)cc12 | -1% | -5% | 7%
CCOc1ccc(CNC(=O)CSc2nnc(C)c3c(C)n(-c4ccc(Cl)cc4)nc23)cc1 | ? | -16% | 0%
O=C(CSC(=S)N1CCOCC1)Nc1nccs1 | 11% | 6% | ·
CCOC(=O)C1CCCN(S(=O)(=O)c2ccc3[nH]c(=O)ccc3c2)C1 (configuration not stated) | -26% | -52% | -2%
COC(=O)c1ccc(Cl)cc1N(Cc1c(F)cccc1Cl)S(C)(=O)=O | ? | ? | 0%
NS(=O)(=O)c1cccc(NS(=O)(=O)c2cccc(C(F)(F)F)c2)c1 | 6% | -2% | ·
COc1ccc(CCC(=O)NC2CC(=O)N(c3ccc(OC)cc3)C2)cc1 (configuration not stated) | -21% | 1% | -3%
CCN1C(=O)C(NC(C)=O)c2cc(OC)ccc21 (configuration not stated) | 12% | 3% | -1%
O=C(CSc1ccccc1)Nc1ccc2c(c1)OCO2 | 19% | -2% | -20%
COc1cccc(NC(=O)Cn2c(=O)n(-c3ccccc3)c(=O)c3oc4ccccc4c32)c1 | ? | ? | 3%
O=c1oc2ccc3ccccc3c2cc1-c1nnc(Nc2ccccc2F)s1 | 2% | 13% | 6%[2.28 µM]
Cc1ccc(C)n1-c1ccc(C(=O)NCC2CCCO2)cc1 (configuration not stated) | 13µM* | 13µM* | 6%

An excerpt from above, reduced to TDP1 cell noCPT and TDP1 inh:
| Structure | TDP1 cell noCPT | TDP1 inh |
| --- | --- | --- |
| CCN(CC)CCOC(=O)c1ccc(N)cc1Cl | -11% | · |
| COc1ccc(NC(=O)C2CC(c3ccccc3Cl)=NO2)cc1 (configuration not stated) | -6% | 3% |
| CN(Cc1cccs1)C(=O)c1cccc(S(=O)(=O)N2CCCCCC2)c1 | -17% | 0%[56.1 µM] |
